Source: PubChem
RAD54 branch: blocks human RAD54 Holliday junction branch migration; FAM/BHQ fluorescence; inhibition, % at 10.4 µM; 360,000 compounds, 0.14% hits; AID 602329;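 active means mean normalized replicate activity at least 40 and at least half of replicates scoring 40 or more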;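 further: 0% = median of neutral control wells and 100% = median of positive control wells; inhibitors cause a drop in the FAM fluorescence signal; in these data hits start at about 50%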
Target sequence (Q92698 whole entry, looked up): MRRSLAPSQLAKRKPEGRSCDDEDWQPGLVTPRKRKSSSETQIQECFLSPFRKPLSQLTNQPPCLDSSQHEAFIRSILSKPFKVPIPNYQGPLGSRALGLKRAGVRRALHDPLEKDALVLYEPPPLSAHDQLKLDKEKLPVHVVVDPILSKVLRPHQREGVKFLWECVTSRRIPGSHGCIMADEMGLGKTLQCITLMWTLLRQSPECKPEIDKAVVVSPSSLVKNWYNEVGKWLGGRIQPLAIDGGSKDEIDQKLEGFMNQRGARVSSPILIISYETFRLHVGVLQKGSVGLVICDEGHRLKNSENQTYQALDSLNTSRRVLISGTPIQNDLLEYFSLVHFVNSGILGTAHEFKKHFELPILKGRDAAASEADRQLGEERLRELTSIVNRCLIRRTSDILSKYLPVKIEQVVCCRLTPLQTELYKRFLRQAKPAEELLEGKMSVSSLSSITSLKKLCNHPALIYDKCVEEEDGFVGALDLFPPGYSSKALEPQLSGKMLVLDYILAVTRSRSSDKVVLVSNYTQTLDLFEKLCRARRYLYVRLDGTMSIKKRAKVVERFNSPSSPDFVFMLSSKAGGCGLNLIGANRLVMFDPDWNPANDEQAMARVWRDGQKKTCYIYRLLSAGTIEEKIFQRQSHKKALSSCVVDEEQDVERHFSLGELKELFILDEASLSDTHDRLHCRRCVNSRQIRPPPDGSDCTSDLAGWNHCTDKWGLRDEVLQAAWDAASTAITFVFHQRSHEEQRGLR
Numbers without * were called inactive. An excerpt; rates above refer to the full screens.

SMILES	RAD54 branch
CC(C)(C)c1ccc(S(=O)(=O)NCC(=O)Nc2sc3c(c2C(N)=O)CCCC3)cc1	-6.0
COC(=O)NNC(=O)c1ccc(C)cc1	6.7
O=C(Nc1ccccc1)c1ccc(Cn2cc(C(F)(F)F)ccc2=O)cc1	2.0
Cc1ccc(NC2=NCC(=O)N2Cc2ccccc2)c(C)c1	-0.6
CCOc1ccc(C(=O)NC2CCN(S(=O)(=O)CC)CC2)cc1	-5.8
COc1ccc(CC(=O)Nc2ccc(-c3nnc(-c4ccc(C)cc4)o3)cc2)cc1	2.7
COc1nc(N(C)S(=O)(=O)c2ccc(C)cc2)nc(C)c1Cl	-2.0
COc1ccc2nc(CC(C)(C)CC(=O)O)c[n+]([O-])c2c1	4.0
Cc1c(C(=O)Nc2ccc3oc(-c4cccnc4)nc3c2)oc2ccccc12	-2.7
N#Cc1ccccc1OCC(=O)NC(N)=O	-2.3
COc1ccc(Cl)cc1NC(=O)CSc1nc(N2CCCCC2)nc(N2CCCCC2)n1	-4.7
CCc1sc(C(=O)Nc2nc(-c3ccccn3)cs2)cc1C	4.0
CN(Cc1ccccc1)S(=O)(=O)c1ccc(OCC(=O)N2CCOCC2)cc1	-3.3
S=C1N(c2ccccc2)C(c2ccc(Cl)cc2)N2CCCN12 (configuration not stated)	0.3
CC12CN3CC(=O)N4CC5(C)CN(CC(C)(C4)C5=O)C(=O)CN(C1)CC(C)(C3)C2=O	-2.7
COc1ccc(NC(=O)c2ccc(CN(c3cc(Cl)ccc3C)S(=O)(=O)c3ccccc3)cc2)cc1OC	3.5
Cc1ccc(-n2c(SCC(=O)NCc3ccco3)nc3sc(C)c(C)c3c2=O)cc1	-5.6
CC1(CC(=O)O)SC(=O)NC1=O (configuration not stated)	1.7
CS(=O)(=O)N(CC(=O)N1CCN(c2ccccc2F)CC1)c1cc(C(F)(F)F)ccc1Cl	2.1
CCCC(=O)N1CCN(C2=NS(=O)(=O)c3ccccc32)CC1	-6.7
Cc1ccc2c(c1)-c1cc(C)nn1C(c1sccc1C)N2 (configuration not stated)	-11.9
O=S(=O)(c1ccc(Cl)cc1)c1nc(-c2ccccc2F)oc1NCCN1CCOCC1	-0.1
O=C1CCCc2c1sc1nc3n(c(=O)c21)CCCCC3	8.3
Cc1ccc(-c2n[nH]c(=S)n2/N=C/c2ccc(C)s2)cc1	2.6
O=C(NCc1ccco1)c1cnccn1	-1.4
CN1CCN(C2=Cc3ccc(Cl)cc3Sc3ccc(F)cc32)CC1	16.3
CCOC(=O)c1sc2nc(SC)nc(-c3ccccc3)c2c1N	6.8
COc1ccc(/C=C(/C(=O)Nc2ccccc2C(=O)NC(C)C)c2ccccc2)cc1	-0.6
O=C(c1ccc(F)cc1)c1c[nH]c(C(=O)NCc2cccnc2)c1	-2.3
CCCCCSc1nnc2c(n1)OC(c1cccn1C)N(C(C)=O)c1ccccc1-2 (configuration not stated)	-1.1
CCN(Cc1ccccc1)C(=O)CCCOc1ccccc1	-2.6
O=C(Cc1ccccc1)N1CCC(C(=O)N2CCN(c3ccc(F)cc3)CC2)CC1	4.9
COC(=O)c1sc(N)c(C(=O)OC)c1CSc1nnnn1C	0.2
C#CCOCCOCCOCCNc1nc(N2CCN(C(=O)[C@H]([C@@H](C)CC)n3cc([C@@H](N)Cc4ccc(O)cc4)nn3)CC2)nc(N2CCN(C(=O)[C@H](Cc3cc4ccccc4[nH]3)n3cc([C@@H](N)CC(C)C)nn3)CC2)n1	-7.5
COC(=O)[C@@]1(Cc2ccccc2)[C@@H]2C(=CC(=O)[C@H]2CC(=O)C(=O)N(C)C)CN1C(=O)c1ccccc1	-6.4
COc1ccc(C2(CNC(=O)/C=C\c3ccco3)CCCC2)cc1OC	-0.4
COCCN(C(=O)CNC(=O)c1ccco1)C(C(=O)NC1CCCCC1)c1cccc(OC)c1 (configuration not stated)	-0.1
CCOC(=O)C1CCN(C(=O)Nc2ccc(Cl)cc2)CC1	3.2
CC1=C([N+](=O)[O-])C(c2cccc(Br)c2)C2=C(N1)c1ccccc1C2=O (configuration not stated)	-1.2
O=C1CCCN1CCCn1cnc2c([nH]c3ccc(F)cc32)c1=O	-1.5
COCCOC(=O)c1c(C)nc(SCC(=O)Nc2cccc3ccccc23)c(C#N)c1-c1ccco1	-2.2
CCc1cc2c(=O)n(-c3ccccc3)cnc2s1	-7.5
CCOC(=O)C1CCCN(Cc2cc(Br)ccc2OC)C1 (configuration not stated)	-3.9
CC(C)c1ccc(/C=C2\CC/C(=C\C=N\N(C)C)C2=O)cc1	-9.4
Cc1ccc2c(c1)N(CCCC(=O)NCC1COc3ccccc3O1)C(=O)CO2 (configuration not stated)	-3.8
CC(C)(C)n1nnnc1C(c1cccs1)N(Cc1cccnc1)CC1CCCO1 (configuration not stated)	2.7
Cc1ccc(C)c(NC(=O)CCC(=O)OC(C(=O)c2ccccc2)c2ccccc2)c1 (configuration not stated)	-0.7
CC(=O)c1cccc(NC(=O)C2CCCN(S(=O)(=O)c3ccc(F)cc3)C2)c1 (configuration not stated)	-9.9
Cc1cc(NS(=O)(=O)c2ccc(NC(=O)CCCC(=O)O)cc2)nc(C)n1	-20.0
COc1ccc(C(NC(C)=O)c2ccc3cccnc3c2O)c(OC)c1 (configuration not stated)	4.7
CCOC(=O)CSc1cc(C)nc(N)n1	5.0
O=C1CCC(Cc2ccccc2)N1 (configuration not stated)	-6.4
CC(=O)c1ccc(NS(=O)(=O)c2ccc(C)cc2)cc1	-11.8
COc1ccc(OC)c(S(=O)(=O)N2CCN(C34CC5CC(CC(C5)C3)C4)CC2)c1	-13.5
O=[N+]([O-])c1ccc(Nc2nc(N/N=C\c3ccc4c(c3)OCO4)nc(N3CCCCC3)n2)cc1	-6.1
O=[n+]1c2c(n([O-])c3cc(F)ccc31)CCCC2	-11.8
Cn1c(=O)[nH]c(=O)c2[nH]c(N(Cc3ccccc3)Cc3ccccc3)nc21	1.8
O=C1NCCCC2c3c(cc(Br)c(O)c3Br)OC12N1CCCCC1 (configuration not stated)	-5.6
Cc1c(C)c2ccc(OC3CCCCC3=O)cc2oc1=O (configuration not stated)	5.2
CS(=O)(=O)Nc1ccc(C(=O)NCCSCc2ccco2)cc1	-0.8
Next section
SMILES	RAD54 branch
CC(Sc1nnc(-c2cccs2)n1-c1ccccc1)C(=O)NCc1ccc2c(c1)OCO2 (configuration not stated)	-13.3
CC1(C)CC(NC(=O)C(F)(F)F)CC(C)(C)N1OC(=O)c1ccco1	-7.8
Oc1c(Br)cc(Br)cc1/C=N/c1nc2c(s1)CCCC2	3.3
Cc1ccc(OCCn2c(=O)cnc3ccccc32)cc1	-8.0
Clc1ccccc1C(c1nnnn1Cc1ccco1)N1CCN(Cc2ccco2)CC1 (configuration not stated)	-3.6
CCOc1ccc(NS(=O)(=O)c2ccc3[nH]cc(C(=O)NCCOC)c(=O)c3c2)cc1	-3.6
Cc1ccc(S(=O)(=O)NC(=NC(C)C(=O)O)c2ccccc2)cc1 (configuration not stated)	1.4
CCOc1ccc(CC(=O)Nc2c(C(=O)Nc3ccccc3)oc3ccccc23)cc1OCC	1.7
CC1(C)Cc2[nH]c(=S)c(C#N)cc2CO1	-7.0
Cc1ccc2c(c1C)NC(C)CC2C (configuration not stated)	-15.5
Cc1oc2cc(O)ccc2c(=O)c1-c1cnn(-c2ccccc2)c1	-5.5
N#Cc1c(/N=C/c2ccc(Br)s2)sc2c1CCC2	-0.9
C/C(=N\NC(=O)Cc1ccc(Cl)cc1)c1ccccn1	-12.2
CCCn1c(Sc2nnnn2-c2ccccc2)n[nH]c1=O	1.6
Nc1c(N2CCCC2)cc(Cl)c2nonc12	-3.9
COC(=O)c1cccc(NS(=O)(=O)c2ccc(OC)c(OC)c2)c1C	-3.9
O=C(CSc1nc2c(c(=O)n1-c1ccc(Cl)cc1)SCC2)NCC1CCCO1 (configuration not stated)	0.1
COc1cccc(C(=O)CSc2nnc(-c3cc(OC)cc(OC)c3)o2)c1	10.0
CCOc1cccc(C(=O)N2CCCCC2c2cccnc2)c1 (configuration not stated)	-8.6
Cc1cc(C)c(NC(=O)c2ccoc2C)c(C)c1	-4.5

Arranged by heavy-atom count (smallest number first): some entries from above
SMILES	RAD54 branch
Nc1c(N2CCCC2)cc(Cl)c2nonc12	-3.9
Cc1cc(C)c(NC(=O)c2ccoc2C)c(C)c1	-4.5
Oc1c(Br)cc(Br)cc1/C=N/c1nc2c(s1)CCCC2	3.3
O=C(CSc1nc2c(c(=O)n1-c1ccc(Cl)cc1)SCC2)NCC1CCCO1 (configuration not stated)	0.1

New compounds follow
SMILES	RAD54 branch
CN(C)CCC(=O)NCC1OCCc2ccccc21 (configuration not stated)	-7.9
CCC(C)(C(=O)NC1CCCC1)N(Cc1ccco1)C(=O)c1ccc2c(c1)OCO2 (configuration not stated)	-2.4
COc1ccccc1CNC(=O)C(C)NS(=O)(=O)c1ccc(Br)cc1 (configuration not stated)	1.7
O=C(CCCSc1nc2ccccc2[nH]1)Nc1nnc(-c2ccccc2)o1	-2.3
N#Cc1c(NC(=O)CN2CCOCC2)oc(-c2ccccc2)c1-c1ccccc1	-3.4
NC(=O)c1ccccc1OCC(=O)O	1.6
Cc1cccc(/C(N)=N/OC(=O)Cc2cccs2)c1	1.0
CCCCNC(=O)Nc1ccccc1C(=O)NCc1ccco1	10.8
CCOC(=O)c1cc2sc(C)cc2n1CC(=O)N1CCN(C(=O)c2ccco2)CC1	-3.7
COCCOC(=O)C1=C(C)NC2=C(C(=O)CCC2)C1c1cc2c(cc1Br)OCO2 (configuration not stated)	5.0
COc1ccc(CNC(=O)C(C)N=C2NS(=O)(=O)c3ccccc32)cc1OC (configuration not stated)	7.5
O=C(Nc1cccnc1)c1ccccc1O	-2.9
CN(C)S(=O)(=O)c1cccc(C(=O)NCC2CCCO2)c1 (configuration not stated)	-6.9
COc1cc2c(cc1OC)C(C(=O)NCc1cccnc1)C(c1cccnc1)N(C)C2=O (configuration not stated)	-0.9
CSc1cccc(NC(=O)COc2cccc3ccccc23)c1	4.3
CCCOc1ccc(C(=O)Nc2ccccc2[N+](=O)[O-])cc1	-0.3
COc1ccc(Nc2nc(N3CCCCC3)c3ccccc3n2)cc1	10.2
Cc1nnc(NC(=O)Cc2cccs2)s1	-0.6
CCc1c(C)nc(N)n2c(SCC(=O)Nc3ccccc3)nnc12	-7.1
COc1ccc(OC)c(Nc2ncnc3c2cnn3-c2ccccc2)c1	-1.3
CN(C)CCNC(=O)c1cc2ccccc2oc1=O	-0.4
Cc1ccc(CNC(=O)CSc2ncccn2)cc1	0.8
COc1ccc(S(=O)(=O)N2CC3CCCN3c3ccc(C(F)(F)F)cc32)cc1 (configuration not stated)	-0.9
Cn1c(Oc2ccc3c(c2)OCO3)nc2c1c(=O)n(Cc1ccccc1)c(=O)n2C	7.9
COc1ccc(S(=O)(=O)Nc2cc(C)ccc2OC)cc1C	-5.6
O=C(c1cccc(C(=O)N2CCN(c3ccccc3F)CC2)c1)N1CCN(c2ccccc2F)CC1	-5.0
COc1ccc(CCNC(=O)CC2Nc3ccccc3NC2=O)cc1OC (configuration not stated)	-15.7
CCCCC(=O)NC(=S)NNC(=O)CC	-1.6
CCN(CCNC(=O)CN1CCN(Cc2ccc(Cl)cc2)C1=O)c1ccccc1	-6.6
COc1ccc(-c2nnc(SCCc3ccccc3)n2N)cc1	-1.2
COc1ccccc1C(=O)Nc1nc2cc3c(cc2s1)OCCO3	-0.2
COc1cc(/C=N/N=C(/N)c2nonc2N)cc(Br)c1OCc1cccc(C)c1	-1.0
CCn1cc([N+](=O)[O-])c(C(=O)Nc2cc(C)on2)n1	-8.8
COc1ccc(C)cc1S(=O)(=O)N(C)CC(=O)NC1CCCCC1	-2.6
CCCCCn1c(SCC(=O)c2ccccc2)nc2cc(C(=O)NCc3ccco3)ccc2c1=O	0.6
Cc1c(NC(=O)c2ccccc2N)cccc1C(=O)O	-14.8
COc1ccc(Nc2nc(C)cc(=O)[nH]2)cc1	3.8
CCOc1ccc(N2C(=O)CC(SC(=NC)Nc3cccc(F)c3)C2=O)cc1 (configuration not stated)	6.8
O=c1cc(-c2ccccc2)c2ccccc2[nH]1	-11.9
COC(=O)c1nc(-c2ccc(C)cc2)oc1N(C)C	-15.2

The closing two compounds of the part before are carried over, then new ones follow:
SMILES	RAD54 branch
O=c1cc(-c2ccccc2)c2ccccc2[nH]1	-11.9
COC(=O)c1nc(-c2ccc(C)cc2)oc1N(C)C	-15.2
CCOc1ccccc1C(=O)N1CCN=C1SC	-8.8
O=c1[nH]c2cc3c(cc2cc1C(c1nnnn1Cc1ccccc1)N1CCN2CCCC2C1)OCCO3 (configuration not stated)	-7.6
O=C(/C=C/c1ccco1)NCC1CCCO1 (configuration not stated)	-4.0
c1cnc2ccc(C(c3nnnn3C3CCCCC3)N3CCN4CCCC4C3)cc2c1 (configuration not stated)	21.1
CCCN1Cc2cccc(C(=O)NCc3ccccc3OC)c2C1=O	-8.5
CC(Oc1ccccc1)C(=O)NC1CCN(Cc2ccccc2)CC1 (configuration not stated)	-0.1
CS(=O)(=O)CCC(C(=O)n1nnc2ccccc21)N1C(=O)c2ccccc2C1=O (configuration not stated)	-19.8
Cc1cccc(CS(=O)(=O)Cc2ccc(C(=O)O)o2)c1	-4.3
COc1cc(NC(=S)N2CCN(C(c3ccccc3)c3ccccc3)CC2)cc(OC)c1	-2.7
CCC(C(=O)c1ccccc1)N(C(=O)c1ccccc1Cl)N1C(=O)C2C3C=CC(C3)C2C1=O (configuration not stated)	3.3
CCc1c(C(=O)N/N=C/c2ccc(C)o2)csc1C	-5.6
CCOC(=O)CSc1nc2ccccc2c(=O)n1CC1COc2ccccc2O1 (configuration not stated)	4.0
CCN(CC)c1nc(Nc2ccccc2)nc(Oc2ccc(=O)n(C)n2)n1	3.1

An excerpt of these results, as labelled records:
Structure: CCN(CC)c1nc(Nc2ccccc2)nc(Oc2ccc(=O)n(C)n2)n1
  RAD54 branch = 3.1
Structure: CS(=O)(=O)CCC(C(=O)n1nnc2ccccc21)N1C(=O)c2ccccc2C1=O (configuration not stated)
  RAD54 branch = -19.8
Structure: c1cnc2ccc(C(c3nnnn3C3CCCCC3)N3CCN4CCCC4C3)cc2c1 (configuration not stated)
  RAD54 branch = 21.1
Structure: CCc1c(C(=O)N/N=C/c2ccc(C)o2)csc1C
  RAD54 branch = -5.6
